Assay outcomes: PubChem BioAssay, several laboratories
Myeloid diff MLP: promotes myeloid progenitor differentiation; ER-HoxA9 myeloid progenitors, lysozyme-GFP differentiation, flow cytometry; calls only at 10 µM; 360,000 tested, 1% active; AID 624256;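 active means normalized GFP-positive differentiation at or above the plate's own cutoff, the solvent-only control mean plus 3 SD; inconclusive means no clear call, values can overlap the other calls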;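 further: cells exposed to compound for four days before flow analysis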
Dynein cargo inh: blocks dynein driven cargo transport along microtubules; 3617.4 mouse cells, GR-EGFP nuclear translocation imaging; test concentration mostly 20 µM; stimulated with dexamethasone, 1 µM; active compounds read low; z-score, hits read low; 220,000 tested, 0.47% active; AID 1381;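 active means plate z-score of nuclear minus cytoplasmic receptor signal below a set negative limit, without overly bright fluorescence or cell loss, cut at about -3.5 in these data, passing the limit was not always enough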;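 further: z-score of nuclear minus cytoplasmic ring GR-EGFP intensity difference per well; some compounds called inactive have numbers as strong as hits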
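Also added – dexamethasone, 1.0 µM final · Buffer or medium – tet-free, stripped-serum medium · Schedule – induction 48 h, compound 1 h, agonist 30 min · Detection – formaldehyde fixation, Hoechst nuclear stain, 10x automated fluorescence imaging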
Ins promoter up: MIN6 insulin promoter up-regulation. MIN6 insulin promoter-GFP reporter, high-content imaging; active compounds read high. z-score at 5 µM. 190,000 tested, 0.3% active. AID 1625;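 active means z-score above 3 at 5 µM with at least 500 cells counted in the well; inconclusive means wells under 500 cells, flagged as cytotoxic or low count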
T cell HTS: T cell immune modulators affecting CD8 T cell-vesicle binding; 330,000 tested, 0.068% active; calls only at 7 µM; AID 2052; 2C CD8+ T cell-vesicle binding, flow cytometry; active compounds read low;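 active means response, share of CD8 T cells binding vesicles, and their 90th percentile fluorescence all below set limits, cut at about 80% in these data, passing the limit was not always enough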
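Material: 2C TCR transgenic mouse naive CD8+ T cells, MACS-purified. Also added: QL9-charged Drosophila Ld/ICAM-1/B7-1 vesicles. Timing: binding 1.5 h at 37 °C. Measured by: high-throughput flow cytometry with anti-B7-1 and anti-CD8 staining. Read-out: percent CD8+ FL2 mean versus row control. Controls: Unloaded micro-vesicles (low), QL9 vesicles with 0.7% DMSO (high).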
Hep lipid drop: modulators of hepatic lipid droplet formation; AML12 mouse hepatocytes, oleate lipid droplets, BODIPY imaging; inhibition, % at 6.5 µM; 240,000 tested, 0.4% active;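 active means lipid droplet intensity inhibited by at least 50%, with more than 500 cells counted; inconclusive means wells with under 300 cells, treated as cytotoxic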
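Material – mouse AML12 hepatocyte cell line, fixed after treatment · Compound dosing – one dose, 6.5 µM compound · Times – compound with oleate, overnight · Measured by – Image-based BODIPY and DAPI two-channel analysis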
PMI inhibitors: MPI enzyme activity inhibition – biochemical, fluorescence intensity, coupled assay, primary screen (AID 1209). purified PMI enzyme, coupled fluorescence intensity; higher % means a stronger effect. one-dose inhibition, % at 20 µM; IC50 in µM for titrated hits. 190,000 tested, 0.42% active; in the data active means inhibition above about 50%;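 further: plate controls were DMSO vehicle for no effect and wells lacking substrate for full effect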
TNAP activators: stimulation of alkaline phosphatase TNAP activity – biochemical, luminescent, no phosphate acceptor, uHTS, primary screen (AID 1001). 200,000 tested, 0.03% active. purified TNAP, luminescent activation assay, no phosphate acceptor; higher activation fold means a stronger effect. one-dose activation fold at 20 µM; EC50 in µM for titrated hits; in the data active means activation fold from about 3, or a potency from the dose series; inactive means the rest, 99 in 100 with activation fold below about 1.6; further: many of its hits are not listed in these tables
bCat nuc transl: modulators of beta-catenin nuclear translocation; 190,000 tested, 0.3% active; nuclear translocation activity, % at 5 µM; HeLa beta-catenin nuclear translocation, immunofluorescence imaging;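 active means nuclear translocation activity above 50% at 5 µM, with a well cell count of 50 or more; inconclusive means wells under 50 cells across six images, flagged as toxic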;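 further: per-cell ratio of nuclear to cytoplasmic median beta-catenin stain intensity; plate controls were DMSO negative control for no effect and GSK-3 inhibitor IX positive control for full effect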
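Read-out: Nuclear/cytoplasmic beta-catenin signal ratio, % activation | Assay system: Human HeLa cell line | Times: 24 h compound exposure at 37°C, 5% CO2 | Signal: Fluorescence imaging of beta-catenin antibody stain plus DAPI | Dosing: 5 µM primary, 0.02–20 µM confirmation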
MT stabilizer: microtubule stabilizers in HeLa cells; HeLa tubulin immunostaining HCS, 24 h; share of cells brighter than vehicle mean+2SD; % tubulin-high responders, % at 10 µM; 200,000 tested, 0.83% active;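 active means plate Z-score above 3 for both tubulin-high and condensed-nucleus cell shares, with cell loss under 80%, at 10 µM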;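 further: anti alpha tubulin signal scored within the nucleus-defined area of each cell; some results filed as inactive read as strong as hits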
Dynein cargo inh cytoplasmic EGFP: second read-out of Dynein cargo inh, no call of its own (marks repeat the call); z-score; measured here: cytoplasmic GR-EGFP intensity; active compounds read high
Dynein cargo inh nuclear GR-EGFP: recorded beside Dynein cargo inh, whose call it bears; z-score; measured here: nuclear GR-EGFP intensity;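 lower value marks the stronger effect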
Dynein cargo inh cell count: also measured in Dynein cargo inh; calls as there; z-score; measured here: cell count per field
Ins promoter up cell count: also measured in Ins promoter up; calls as there; cell count; measured here: cytotoxicity, nuclei count;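 total cells summed across four imaged fields per well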
Hep lipid drop cells 6.5 µM: also measured in Hep lipid drop; calls as there; cell count; measured here: cell count, cytotoxicity flag;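 cells counted across two imaged fields per well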
bCat nuc transl cell count 5 µM: second read-out of bCat nuc transl, no call of its own (marks repeat the call); cell count; measured here: cell count, cytotoxicity flag
T cell HTS vesicle-bound %: second read-out of T cell HTS, no call of its own (marks repeat the call); double positive events, %; measured here: CD8+ vesicle-bound cell fraction;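 binding gate set so that unloaded-vesicle control wells show 10% double positive cells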
MT stabilizer Hoechst-high %: recorded beside MT stabilizer, whose call it bears; % Hoechst-high responders; measured here: nuclear condensation Hoechst responders;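 share of cells brighter than vehicle mean plus two SD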
MT stabilizer cytotoxicity %: further read-out of MT stabilizer, marked with its call; toxicity, %; measured here: cytotoxicity by cell density;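 0% = mean cell density of plate MIN control wells and 100% = no cells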
Myeloid diff MLP GFP+ MAC1+ %: second read-out of Myeloid diff MLP, no call of its own (marks repeat the call); GFP+ MAC1+ double positive, %; measured here: differentiation confirmed by MAC1 staining
* marks the source's active call; other numbers are inactive results; i = inactive; u = inconclusive; x = not tested or not shown; + = active, no number.

SMILES	Myeloid diff MLP	Myeloid diff MLP GFP+ MAC1+ %	Dynein cargo inh	Dynein cargo inh cytoplasmic EGFP	Dynein cargo inh nuclear GR-EGFP	Dynein cargo inh cell count	Ins promoter up	Ins promoter up cell count	T cell HTS	T cell HTS vesicle-bound %	Hep lipid drop	Hep lipid drop cells 6.5 µM	PMI inhibitors	TNAP activators	bCat nuc transl	bCat nuc transl cell count 5 µM	MT stabilizer	MT stabilizer Hoechst-high %	MT stabilizer cytotoxicity %
Cc1nn(C)cc1C(=O)Nc1c(C)nn(Cc2ccccc2Cl)c1C	i	1.1	-0.27	-0.31	-0.47	0.6	-0.96	1213	i	50	-10	679	1%	1.1	x	x	1.1	3.0	4.2
COc1cccc(C(NC(=O)c2ccccc2F)NC(=O)c2ccccc2F)c1	i	1.3	-0.47	-0.24	0.37	1.1	1	1348	i	16	x	x	12%	1.1	5.5	1469	2.4	1.8	6.3
O=C(N(c1ccccn1)c1ccccn1)C12CC3CC(CC(Cl)(C3)C1)C2	i	0.7	1.2	-0.2	0.75	-1	0.15	1283	i	47	-1	716	5%	1	-0.7	1056	1.5	1.5	3.8
COc1cc(/C=N/Nc2ncnc3sc4c(c23)CCC4)ccc1O	u	x	1	-0.24	0.7	-0.94	-1.3	1101	x	x	5	580	7%	1.5	6.3	530	8.0	4.9	13
Cc1ccc(S(=O)(=O)c2c(C(=O)c3ccccc3)cnc3cc4c(cc23)OCCO4)cc1	i	1.1	-0.9	-0.0056	-0.59	-0.43	-0.35	1351	i	47	-19	607	5%	1	-1.4	1126	3.9	4.8	2.0
COc1ccc(CN2CCC(C(=O)N3CCN(c4ccccc4F)CC3)CC2)cc1OC	i	0.6	1.5	-0.13	1.1	-0.72	0.45	1032	i	33	-3	712	6%	1.1	-0.6	1191	2.5	1.1	1.7
CC(C)(C)C1CCC2(CC1)C(Nc1cccc(C(F)(F)F)c1)=NC(=S)N2CC#N (stereo not drawn)	i	0.7	-0.76	-0.25	-0.12	0.32	0.26	1192	i	19	6	757	-2%	1.1	-1.2	1186	4.8	1.9	6.5
CCn1ccnc1CNC(=O)CC1C(=O)NCCN1CC(c1ccccc1)c1ccccc1 (stereo not drawn)	i	0.2	1.7	-0.23	0.79	-1.2	-0.75	1427	i	62	3	669	-3%	1.1	-0.2	991	5.3	1.5	1.8
Cc1ncsc1CCOC(=O)c1ccc([N+](=O)[O-])cc1	i	0.2	-0.41	-0.13	-0.36	-0.22	0.05	1364	i	5	1	702	-9%	0.9	0.0	1078	4.4	1.3	3.1
COc1cccc(NC(=S)NCc2ccncc2)c1	i	2.0	-1	-0.13	-0.051	-0.13	0.01	1182	i	14	3	653	-2%	1	-3.9	546	1.2	2.7	6.4
COc1ccc(N(C(=O)c2cc3ccccc3oc2=O)C2C=CS(=O)(=O)C2)c(OC)c1 (stereo not drawn)	i	0.1	1.9	-0.23	0.81	-1.9	0.58	1209	i	42	4	702	-7%	1.1	-5.1	1126	2.3	2.9	7.7
Cc1ccc(/C(N)=N/OC(=O)CCC2CCCCC2)cc1	i	0.8	-0.21	-0.15	-0.33	0.64	0.51	1445	i	25	x	x	13%	1.1	0.1	1383	1.0	2.4	8.8
CCCOc1ccc(C(=O)NC(=S)Nc2nc(C)c(C(=O)N(C)C)s2)cc1	i	1.3	-0.3	-0.17	0.26	0.32	-0.7	988	i	8	-1	755	-4%	0.9	-6.9	1222	2.0	1.3	5.6
CC(=O)Nc1cc[n+](C(C)C(=O)c2ccc(Br)cc2)cc1 (stereo not drawn)	+	4.8*	1.6	0.005	1.3	-1.4	0.01	1481	i	4	6	712	7%	1.1	-1.0	961	2.4	0.7	2.1
COc1ccccc1CNC(=O)c1ccccc1N	i	3.4	-0.44	-0.22	-0.16	1.1	-0.77	1023	i	25	-6	719	0%	1.1	x	x	1.4	1.2	6.9
CC(=O)NCCc1nc2ccccc2n1Cc1ccc(C)cc1	i	1.8	-0.85	-0.29	-0.45	0.81	-0.08	885	i	49	x	x	7%	1.2	x	x	2.0	3.9	4.8
O=C1Nc2ccccc2S/C1=C/c1cccs1	i	0.6	2.4	-0.16	1.9	-1.4	-0.66	1040	i	20	x	x	x	x	0.9	1298	x	x	x
N#Cc1c(NC(=S)NC(=O)Cc2cccs2)sc2c1CCCCC2	i	0.4	-0.31	-0.2	0.46	0.052	0.19	1407	i	31	x	x	9%	0.9	2.0	1135	1.5	1.9	12
COc1cc(NC(=O)CSc2nnc(NC(C)C)s2)cc(OC)c1OC	i	0.5	-0.44	-0.33	0.05	0.66	-0.32	1268	i	31	-6	677	4%	1.1	-1.2	1127	3.8	1.0	20
COc1ccc(-c2cc(C(F)(F)F)nc(-n3cncn3)n2)cc1	i	1.3	0.035	-0.23	0.003	-0.12	x	x	i	35	29	821	14%	1.1	x	x	1.0	1.6	8.2
Cc1ccc2c(c1)nnn2C1CCN(CC(=O)Nc2ccc(F)cc2)CC1	i	0.4	-0.39	-0.73	-0.38	-0.77	-0.06	1044	i	27	-2	671	x	x	1.9	1334	x	x	x
O=C(/C=C/c1ccc([N+](=O)[O-])cc1)NCCN1C(=O)S/C(=C\c2ccc(F)cc2)C1=O	i	0.1	0.077	-0.039	0.29	0.2	-0.23	1423	i	54	-27	672	7%	1	0.2	1553	4.0	1.8	7.0
CC(=O)Nc1cc(C(=O)NCCN2CCN(Cc3ccccc3)CC2)ccc1Sc1ccc(C)cc1	i	1.1	1.3	-0.25	0.8	-0.51	-0.29	1394	i	33	2	700	8%	1.2	-0.5	1097	1.6	2.4	6.8
O=CN1CCN(c2ncnc3c2nnn3Cc2c(F)cccc2Cl)CC1	i	0.2	-0.52	-0.25	-0.11	0.51	-0.92	1637	i	54	-1	762	8%	1.1	1.8	899	5.1	3.2	5.1
O=C(COC(=O)C1=Cc2ccccc2OC1)NC1CCCC1	i	2.3	-0.13	-0.22	-0.54	0.67	-0.13	1744	i	29	7	718	18%	1	-1.4	1128	2.1	1.7	8.4
(further entries)
SMILES	Myeloid diff MLP	Myeloid diff MLP GFP+ MAC1+ %	Dynein cargo inh	Dynein cargo inh cytoplasmic EGFP	Dynein cargo inh nuclear GR-EGFP	Dynein cargo inh cell count	Ins promoter up	Ins promoter up cell count	T cell HTS	T cell HTS vesicle-bound %	Hep lipid drop	Hep lipid drop cells 6.5 µM	PMI inhibitors	TNAP activators	bCat nuc transl	bCat nuc transl cell count 5 µM	MT stabilizer	MT stabilizer Hoechst-high %	MT stabilizer cytotoxicity %
O=C1OC(Nc2ccc(Cl)cn2)c2ccccc21 (stereo not drawn)	i	1.4	3.8	0.74	2.2	-1.3	-0.47	957	i	13	1	764	1%	1.1	-1.0	1196	1.1	1.0	12
Cc1sc2ncnc(N/N=C/c3ccc(O)cc3)c2c1C	i	0.8	1.2	-0.25	0.26	-0.32	0.26	1552	i	59	20	668	0%	1.3	0.0	1102	6.6	3.2	3.8
CC(C)(C)C(=O)COC(=O)c1cc2ccccc2cc1O	i	1.0	1.3	0.096	1.2	-2.1	-0.22	843	i	40	5	808	14%	1.1	0.2	1052	1.6	0.8	6.3
COc1ccc(NCc2nnc(SCC(=O)c3ccc(OC)cc3)n2C)cc1	i	7.2	1.3	-0.059	1.5	-1.7	0.88	1155	i	56	-7	680	4%	1	-5.1	1142	1.7	1.3	3.6
CN(C(=O)c1ccc(OC2CCN(S(=O)(=O)N(C)C)CC2)cc1)C1CCCCC1	i	0.5	-0.26	-0.35	-0.039	0.22	-2.1	1300	i	16	10	680	5%	1.1	0.7	1017	2.1	0.8	7.5
Cc1ccc(Nc2nc(N)nc(CC#N)n2)cc1	i	0.9	2.3	-0.32	0.92	-0.37	x	x	i	8	-1	659	5%	1.1	x	x	3.0	2.0	3.6
Cc1ccc(C)c(NS(=O)(=O)c2ccc(NC(=O)c3ccco3)cc2)c1	i	0.8	-0.57	-0.27	-0.96	1.1	-0.05	1239	i	34	16	757	20%	1.1	-3.4	1256	3.2	0.5	4.3
CC(=O)Nc1ccc(NC(=O)c2ccccc2F)cc1	i	0.3	0.79	-0.12	0.8	1.3	-0.11	1205	i	58	2	711	3%	1.2	x	x	12	32	97

Individual results from the list:
`CC(=O)NCCc1nc2ccccc2n1Cc1ccc(C)cc1` in MT stabilizer cytotoxicity % has 4.8
`COc1ccccc1CNC(=O)c1ccccc1N` in Dynein cargo inh cytoplasmic EGFP has -0.22
`CC(C)(C)C1CCC2(CC1)C(Nc1cccc(C(F)(F)F)c1)=NC(=S)N2CC#N` (stereo not drawn) in T cell HTS vesicle-bound % has 19
